Screening data: PubChem, Broad Institute
PRC2 inh: blocks human EZH2/PRC2 H3K27 methylation; AID 651548; DELFIA TRF, 1 h; Q15910; actives 0.35% (n = 57,000); inhibition, % at 12.5 µM;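 active means mean inhibition of replicates at least 50% and every single replicate also reaching 50%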;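 further: dimethyl H3K27 on biotinylated H3 21-44 peptide detected by antibody; plate controls were median neutral control wells for no effect and median positive control wells for full effect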
Target sequence (Q15910 whole entry, looked up): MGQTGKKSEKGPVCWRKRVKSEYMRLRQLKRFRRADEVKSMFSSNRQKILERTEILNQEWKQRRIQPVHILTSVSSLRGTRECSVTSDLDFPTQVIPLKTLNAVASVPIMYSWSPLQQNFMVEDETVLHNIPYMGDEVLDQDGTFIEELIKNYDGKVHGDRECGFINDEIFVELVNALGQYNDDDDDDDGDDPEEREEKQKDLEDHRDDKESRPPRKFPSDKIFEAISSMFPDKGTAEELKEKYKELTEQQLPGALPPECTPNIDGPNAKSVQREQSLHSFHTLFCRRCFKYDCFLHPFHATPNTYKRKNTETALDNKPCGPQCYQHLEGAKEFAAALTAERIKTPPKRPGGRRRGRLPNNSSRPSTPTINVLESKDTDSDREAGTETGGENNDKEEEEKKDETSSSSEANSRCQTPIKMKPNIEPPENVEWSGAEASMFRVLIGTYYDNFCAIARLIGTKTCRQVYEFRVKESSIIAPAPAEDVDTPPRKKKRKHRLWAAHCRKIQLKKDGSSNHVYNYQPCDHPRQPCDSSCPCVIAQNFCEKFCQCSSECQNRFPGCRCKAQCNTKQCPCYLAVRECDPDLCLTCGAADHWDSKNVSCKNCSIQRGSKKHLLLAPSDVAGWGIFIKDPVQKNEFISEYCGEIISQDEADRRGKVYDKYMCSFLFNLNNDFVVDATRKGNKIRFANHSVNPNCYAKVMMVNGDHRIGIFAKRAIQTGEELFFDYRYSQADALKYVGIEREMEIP
IDH1 R132H inh: inhibitors of human IDH1 R132H; O75874; IDH1 R132H reductase, diaphorase/resazurin fluorescence, 60 min; inhibition, % at 10 µM; actives 0.18% (n = 70,000); in the data active means inhibition above about 34%;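 further: 0% = DMSO and 100% = no enzyme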
The depositor's hits bear a star; nt = not tested or not shown. An excerpt. The share of hits here may be higher or lower than overall.

SMILES	PRC2 inh	IDH1 R132H inh
C[C@@H]1CN([C@H](C)CO)C(=O)c2cc(-c3cccc(F)c3)cnc2O[C@@H]1CN(C)S(=O)(=O)c1cccc(F)c1	-6.8	-0.5
Cc1noc(C)c1S(=O)(=O)N(C)C[C@@H]1OCCCC[C@H](C)Oc2ccc(NC(=O)CCCN(C)C)cc2C(=O)N([C@H](C)CO)C[C@H]1C	nt	2.3
C[C@@H]1CN([C@@H](C)CO)C(=O)c2cc(NC(=O)Nc3ccc(F)cc3)ccc2O[C@H]1CN(C)Cc1ccc(C(F)(F)F)cc1	-1.8	nt
OCCCNc1ncnc2scc(-c3ccccc3)c12	3.8	-0.4
O=C(NCC[C@H]1CC[C@H](NS(=O)(=O)c2ccc(Cl)cc2)[C@H](CO)O1)c1ccccc1F	2.2	0.0
C[C@@H]1CN([C@@H](C)CO)S(=O)(=O)c2ccc(-c3ccccc3)cc2O[C@H]1CN(C)C(=O)Cc1ccccc1	nt	-0.2
COc1ccc(S(=O)(=O)Nc2ccc3c(c2)C(=O)N([C@@H](C)CO)C[C@@H](C)[C@H](CN(C)S(=O)(=O)c2ccc(F)cc2)OCCCC[C@@H](C)O3)cc1	nt	1.3
Cc1ccc(-c2ccc3c(c2)O[C@H](CN(C)Cc2ccccc2)[C@H](C)CN([C@H](C)CO)S3(=O)=O)cc1	28.0	-1.4
C[C@H]1CN([C@@H](C)CO)C(=O)Cc2cc(NC(=O)Nc3cccc4ccccc34)ccc2O[C@H]1CN(C)C(=O)Nc1ccc(C(F)(F)F)cc1	nt	0.3
COCC(=O)Nc1ccc2c(c1)[C@@H]1C[C@H](CC(=O)N[C@H](C)c3ccccc3)O[C@H](CO)[C@@H]1O2	-0.1	-1.7
COCC#Cc1ccc2c(c1)O[C@@H](CN(C)C(C)=O)[C@@H](C)CN([C@@H](C)CO)S2(=O)=O	3.7	-0.9
CO[C@H]1CN(C)C(=O)c2cc(NC(=O)NC3CCCCC3)ccc2OC[C@@H](C)NC[C@H]1C	5.6	0.4
CC(=O)Nc1nc2ccccc2n1CCN1CCOCC1	11.4	0.0
CC(C)NC(=O)N(C)C[C@H]1Oc2ncc(C#CCc3ccccc3)cc2C(=O)N([C@H](C)CO)C[C@@H]1C	-4.0	5.4
CC(C)NC(=O)Nc1ccc2c(c1)CC(=O)N([C@@H](C)CO)C[C@H](C)[C@@H](CN(C)Cc1ccccc1)O2	-6.3	1.1
COc1ccccc1NC(=O)CSC1=NCCS1	0.0	-0.8
C[C@@H]1CN([C@H](C)CO)C(=O)c2cccc(NS(=O)(=O)c3ccc(Cl)cc3)c2O[C@H]1CN(C)Cc1ccncc1	-18.2	5.0
CC(=O)Nc1ccc(S(=O)(=O)NC2(C(F)(F)F)C(=O)N(c3ccc(C(C)C)cc3)C(C)=C2C(C)=O)cc1 (stereo not given)	1.7	-0.1
C[C@H]1CN([C@@H](C)CO)S(=O)(=O)c2ccc(-c3cccnc3)cc2O[C@@H]1CN(C)C(=O)C1CC1	-2.6	2.3
CCCN(C)C[C@H]1Oc2ncc(-c3cccnc3)cc2C(=O)N([C@H](C)CO)C[C@H]1C	-10.9	-0.2
CC(C)C#Cc1cnc2c(c1)C(=O)N([C@@H](C)CO)C[C@@H](C)[C@H](CN(C)Cc1ccc3c(c1)OCO3)O2	-9.6	-5.5
CO[C@H]1CN(C)C(=O)c2cc(NC(C)=O)ccc2OC[C@@H](C)N(Cc2cc(F)ccc2F)C[C@@H]1C	-10.4	-0.5
CN(C)C(=O)C[C@@H]1C[C@H]2c3cc(NS(C)(=O)=O)ccc3O[C@H]2[C@H](CO)O1	-4.9	-1.7
O=C(COc1ccc(CO)cc1)Nc1ccccc1	8.8	-0.1
CC(=O)N(C)C[C@@H]1Oc2cc(C#CCC(C)C)ccc2S(=O)(=O)N([C@H](C)CO)C[C@H]1C	-18.4	0.5
C[C@@H]1CCCCO[C@H](CN(C)CC2CCCCC2)[C@H](C)CN([C@@H](C)CO)C(=O)c2cc(NS(=O)(=O)c3ccccc3)ccc2O1	nt	2.3
C[C@H](CO)N1C[C@H](C)[C@@H](CN(C)S(=O)(=O)c2cn(C)cn2)Oc2ccc(NS(=O)(=O)c3cccs3)cc2C1=O	nt	-2.0
C[C@@H]1CN([C@H](C)CO)C(=O)c2cc(-c3ccccc3)cnc2O[C@H]1CN(C)C(=O)Cc1ccccn1	-0.9	-0.5
C[C@H](CO)N1C[C@H](C)[C@H](CN(C)C)OCCCC[C@H](C)Oc2ccc(NC(=O)c3ccccc3)cc2C1=O	-2.3	1.4
C[C@H]1CN([C@@H](C)CO)C(=O)c2ccccc2-c2ccccc2CO[C@H]1CN(C)C(=O)c1ccc(F)cc1	8.5	nt
COc1ccc(C(=O)Nc2ccc3c(c2)C(=O)N(C)C[C@@H](OC)[C@@H](C)CN[C@@H](C)CO3)cc1	1.5	0.0
C[C@@H]1O[C@@H](O[C@@H]2[C@@H](O)[C@H](Oc3c(-c4ccc(O)cc4)oc4cc(O)cc(O)c4c3=O)O[C@H](CO)[C@H]2O)[C@H](O)[C@H](O)[C@H]1O	59.4*	nt
CC(=O)c1c(C)nc(-c2ccc(Cl)cc2)nc1NC(=O)Cc1ccccc1	-2.4	-0.3
CO[C@H]1CN(C)C(=O)c2cc(NC(=O)Nc3ccccc3)ccc2OC[C@H](C)N(C(=O)CC2CC2)C[C@@H]1C	2.9	-0.5
CNC[C@H]1OCCCC[C@@H](C)Oc2ccc(N)cc2C(=O)N([C@H](C)CO)C[C@H]1C	-4.9	2.6
CC(C)CC#Cc1ccc2c(c1)O[C@H](CN(C)Cc1cccnc1)[C@@H](C)CN([C@@H](C)CO)S2(=O)=O	26.2	21.6
O=C(N/N=C/c1cc(Cl)cc(Cl)c1O)c1ccccc1O	8.0	-0.3
C[C@@H]1CN([C@@H](C)CO)C(=O)Cc2cc(NC(=O)Nc3ccc(C(F)(F)F)cc3)ccc2O[C@H]1CN(C)S(=O)(=O)c1ccc(F)cc1	nt	0.2
C[C@@H]1CN([C@H](C)CO)C(=O)Cc2cc(NC(=O)C3CCCCC3)ccc2O[C@@H]1CN(C)Cc1ccc(-c2ccccc2)cc1	nt	0.4
C[C@@H]1CN([C@@H](C)CO)C(=O)Cc2cc(NC(=O)c3ccncc3)ccc2O[C@@H]1CN(C)C(=O)Nc1cccc2ccccc12	7.4	3.3
C[C@@H]1CN([C@H](C)CO)C(=O)c2cccc(NC(=O)C3CCCCC3)c2O[C@@H]1CN(C)C(=O)NC1CCCCC1	nt	-0.1
CC(C)NC(=O)Nc1ccc2c(c1)CC(=O)N([C@@H](C)CO)C[C@H](C)[C@H](CN(C)S(=O)(=O)c1cccs1)O2	nt	-0.5
O=C(C[C@H]1C[C@@H]2c3cc(NC(=O)NC4CCCC4)ccc3O[C@@H]2[C@@H](CO)O1)NCC1CC1	1.1	0.2
C[C@H]1CN([C@@H](C)CO)C(=O)c2cc(NC(=O)Cc3cn(C)c4ccccc34)ccc2O[C@H]1CN(C)Cc1ccc(C(=O)Nc2ccccc2N)cc1	-55.6	nt
CCOC(=O)c1c(NC(=O)COc2cc(C)ccc2C)sc2c1CCC2	-24.4	0.6
COc1ccc(S(=O)(=O)Nc2cccc3c2O[C@H](CN(C)Cc2ccc(C(F)(F)F)cc2)[C@@H](C)CN([C@@H](C)CO)C3=O)cc1	nt	-0.4
CO[C@H]1CN(C)C(=O)c2cc(NC(=O)C3CCCCC3)ccc2OC[C@@H](C)N(Cc2cccnc2)C[C@@H]1C	-8.5	0.3
CCc1c(C)sc(NC(=O)CSc2nc(-c3ccccc3)cc(C(F)(F)F)n2)c1C#N	12.1	-0.1

Complete entries, looked up by structure.
COCC#Cc1ccc2c(c1)O[C@@H](CN(C)C(C)=O)[C@@H](C)CN([C@@H](C)CO)S2(=O)=O across the screens: PRC2 inh: 3.7; IDH1 R132H inh: -0.9
C[C@@H]1O[C@@H](O[C@@H]2[C@@H](O)[C@H](Oc3c(-c4ccc(O)cc4)oc4cc(O)cc(O)c4c3=O)O[C@H](CO)[C@H]2O)[C@H](O)[C@H](O)[C@H]1O across the screens: PRC2 inh: 59.4*; IDH1 R132H inh: nt
C[C@H]1CN([C@@H](C)CO)C(=O)c2ccccc2-c2ccccc2CO[C@H]1CN(C)C(=O)c1ccc(F)cc1 across the screens: PRC2 inh: 8.5; IDH1 R132H inh: nt

Going on with the list:
SMILES	PRC2 inh	IDH1 R132H inh
O=C(O)CCCCCCC(=O)N/N=C/c1ccc([N+](=O)[O-])s1	-2.9	-0.1
C[C@H](CO)N1C[C@H](C)[C@H](CN(C)S(=O)(=O)c2ccc(F)cc2)Oc2c(NC(=O)c3ccc(-c4nccs4)cc3)cccc2C1=O	nt	-3.0
Cc1noc(C)c1NC(=O)N(C)C[C@H]1Oc2ccc(NC(=O)Nc3ccc(F)cc3)cc2C(=O)N([C@@H](C)CO)C[C@@H]1C	nt	2.5
Cn1c(SCC(=O)Nc2ccccc2F)nnc1-c1ccccc1	-0.9	-0.6
CC(C)C#Cc1cnc2c(c1)C(=O)N([C@H](C)CO)C[C@H](C)[C@H](CN(C)C(=O)c1ccc3c(c1)OCO3)O2	-3.8	-1.0
COc1ccc(NC(=O)Nc2ccc3c(c2)C(=O)N([C@@H](C)CO)C[C@@H](C)[C@H](CN(C)S(=O)(=O)c2ccccc2)OCCCC[C@H](C)O3)cc1	nt	0.8
CN(CC(=O)Nc1ccccc1C(=O)N1CCCC1)S(=O)(=O)c1ccc(Cl)cc1	-0.5	-0.4
C[C@@H]1CN([C@@H](C)CO)C(=O)CCCn2nncc2CO[C@@H]1CN(C)C(=O)c1ccc(N2CCN(C)CC2)cc1	0.9	3.0
CC(C)c1cn(CC[C@@H]2CC[C@@H](NC(=O)C3CCC3)[C@H](CO)O2)nn1	-4.2	0.1
C[C@@H]1CN([C@@H](C)CO)C(=O)c2cc(NC(=O)Nc3ccc(F)cc3)ccc2O[C@H]1CN(C)Cc1ccc2c(c1)OCO2	-5.3	0.3
COCC(=O)N[C@H]1C=C[C@@H](CC(=O)N2CCCCC2)O[C@@H]1CO	6.2	0.1
O=C(C[C@@H]1C[C@H]2c3cc(NC(=O)C4CCOCC4)ccc3O[C@H]2[C@@H](CO)O1)NCC1CC1	1.3	0.0

Random excerpt: three entries already listed, in no set order.
SMILES	PRC2 inh	IDH1 R132H inh
CC(=O)Nc1ccc(S(=O)(=O)NC2(C(F)(F)F)C(=O)N(c3ccc(C(C)C)cc3)C(C)=C2C(C)=O)cc1 (stereo not given)	1.7	-0.1
CO[C@H]1CN(C)C(=O)c2cc(NC(C)=O)ccc2OC[C@@H](C)N(Cc2cc(F)ccc2F)C[C@@H]1C	-10.4	-0.5
C[C@@H]1CN([C@@H](C)CO)C(=O)c2cc(NC(=O)Nc3ccc(F)cc3)ccc2O[C@H]1CN(C)Cc1ccc(C(F)(F)F)cc1	-1.8	nt

Going on with the list:
SMILES	PRC2 inh	IDH1 R132H inh
O=C(CSc1nc2cc(Cl)ccc2s1)Nc1ccc2c(c1)OCCO2	30.5	-0.3
O=C(C[C@H]1CC[C@H](NC(=O)Nc2cc(F)ccc2F)[C@H](CO)O1)Nc1ccc(-c2ccccc2)cc1	4.7	0.1
CC(C)NC(=O)Nc1ccc2c(c1)C(=O)N([C@H](C)CO)C[C@H](C)[C@H](CN(C)C(=O)NC1CCCCC1)O2	1.0	1.5
CO[C@@H]1CN(C)C(=O)c2cc(NC(=O)Cc3ccccc3)ccc2OC[C@H](C)N(CC2CC2)C[C@H]1C	-3.1	0.1
C[C@@H]1CCCCO[C@@H](CN(C)S(=O)(=O)c2ccccc2)[C@H](C)CN([C@H](C)CO)C(=O)c2cc(NC(=O)CCC(F)(F)F)ccc2O1	nt	0.2
CCC(=O)N(C)C[C@H]1Oc2cc(-c3ccc(OC)cc3)ccc2S(=O)(=O)N([C@@H](C)CO)C[C@@H]1C	-6.6	1.5
O=C(O)CCCCCCC(=O)N/N=C/c1ccoc1	5.9	-0.2
Cc1ccc(C(=O)NC(=O)CSc2nnc(C)s2)cc1	-0.7	1.9
Cc1cccc(NC(=O)CC2Nc3cccc4cccc(c34)NC2=O)c1 (stereo not given)	7.4	-0.5
COc1ccc(NC(=O)Nc2cccc3c2O[C@H](CN(C)Cc2ccc(C(=O)O)cc2)[C@@H](C)CN([C@H](C)CO)C3=O)cc1	nt	2.9
CC(C)NC(=O)N(C)C[C@H]1Oc2c(NC(=O)C3CC3)cccc2C(=O)N([C@H](C)CO)C[C@@H]1C	1.5	2.8
C[C@H](CO)N1C[C@H](C)[C@H](CN(C)S(=O)(=O)c2cccs2)Oc2c(NC(=O)c3nc4ccccc4s3)cccc2C1=O	nt	-0.6
COc1cc2c(cc1NC(=O)COc1ccc([N+](=O)[O-])cc1)oc1ccccc12	17.1	-0.4
CC(=O)N1CCN(c2ccc(OCC3COC(Cn4ccnc4)(c4ccc(Cl)cc4Cl)O3)cc2)CC1 (stereo not given)	nt	2.7
O=C(N[C@@H]1CC[C@@H](CCNC(=O)C2CC2)O[C@H]1CO)c1ccncc1	-5.8	0.2
C[C@@H]1CN([C@H](C)CO)C(=O)c2cc(C#CC3CCCC3)cnc2O[C@H]1CN(C)S(C)(=O)=O	-18.9	-0.4
C[C@@H]1CCCCO[C@@H](CN(C)C(=O)c2ccccc2)[C@@H](C)CN([C@H](C)CO)C(=O)c2cc(NS(=O)(=O)c3cccs3)ccc2O1	nt	-0.6
COc1ccc(S(=O)(=O)N(C)C[C@H]2OCCCC[C@H](C)Oc3ccc(NC(=O)Cc4ccccc4)cc3C(=O)N([C@@H](C)CO)C[C@H]2C)cc1	nt	1.0
C[C@H]1CN([C@@H](C)CO)C(=O)c2cc(-c3cccc(F)c3)cnc2O[C@@H]1CN(C)C(=O)c1cnccn1	nt	0.0
CC(C)C#Cc1ccc2c(c1)O[C@H](CN(C)C)[C@H](C)CN([C@H](C)CO)S2(=O)=O	-1.8	0.1
COc1ccc(NC(=O)c2ccc(N(C)S(=O)(=O)c3ccc(OC)c(OC)c3)cc2)cc1OC	13.4	-0.1
